Screening results: PubChem BioAssay, Emory University Molecular Libraries Screening Center
14-3-3g Raf = modulators of 14-3-3 gamma protein binding, primary screen, biochemical, fluorescence polarization | 14-3-3 protein gamma (Homo sapiens), P61981 | FP, 14-3-3gamma / TMR-pS259-Raf peptide binding | inhibition, % at 40 µM | actives 0.19% (n = 160,000) | AID 422, 2006; in the data active = inhibition above about 30%;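 note: 0% = protein plus tracer without compound and 100% = blank with tracer alone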
Target sequence (P61981 whole entry, looked up): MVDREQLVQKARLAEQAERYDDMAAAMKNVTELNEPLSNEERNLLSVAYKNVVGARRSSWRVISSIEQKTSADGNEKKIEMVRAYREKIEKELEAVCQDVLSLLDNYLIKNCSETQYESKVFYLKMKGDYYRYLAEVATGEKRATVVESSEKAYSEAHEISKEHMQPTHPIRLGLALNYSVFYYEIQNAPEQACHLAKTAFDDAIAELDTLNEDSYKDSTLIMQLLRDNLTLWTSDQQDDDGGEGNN
The depositor's hits bear a star; & = joins results of further samples. An excerpt (hit frequency here may not be typical).

How did CC(C)C(NC(=O)CNC(=O)OC(C)(C)C)C(=O)NCc1ccccc1 (centres undefined) do in these assays?
14-3-3g Raf: -4

How did CCOc1ccc(Cn2ccnc2)cc1[N+](=O)[O-] do in these assays?
14-3-3g Raf: 1

How did Cc1ccccc1NC(=O)C1C(=O)NC2(C)CC1c1ccccc1O2 (centres undefined) do in these assays?
14-3-3g Raf: -2

How did CCOC(=O)c1cnc2c(C)c(Cl)ccc2c1NCc1ccco1 do in these assays?
14-3-3g Raf: -6

How did CC(C)(C)c1ccc(C(=O)n2cc(Cl)cn2)cc1 do in these assays?
14-3-3g Raf: 5

Results for O=C(Nc1ccccc1Cl)N1CCN(c2ccc3nnc(-c4ccc(F)cc4)n3n2)CC1 ?
14-3-3g Raf: -3

How did CC(=O)Nc1ccc(Oc2cc([N+](=O)[O-])cc3c2C(=O)Nc2ccccc2O3)cc1 do in these assays?
14-3-3g Raf: -175

Results for CCN(CC)S(=O)(=O)c1ccc(C(=O)N2CCN=C2SC)cc1 ?
14-3-3g Raf: 9

Results for CC(NC(=O)c1cccs1)c1ccc2c(c1)OCO2 (centres undefined) ?
14-3-3g Raf: -7

Results for CCOc1ccc(S(=O)(=O)N(CC(=O)Nc2ccc3c(c2)OCO3)c2ccccc2)cc1 ?
14-3-3g Raf: -11

How did OC(C#CC(O)(c1ccccc1)c1ccccc1)c1cccnc1 (centres undefined) do in these assays?
14-3-3g Raf: -52

Results for CCC(=O)Nc1cc(C(=O)NCC2CCCN2CC)c(OC)cc1N(C)C (centres undefined) ?
14-3-3g Raf: -6

What do the screens show for `COc1ccc(C2C(C(=O)Nc3cccc(C(F)(F)F)c3)CC(=O)N2c2ccc(OC)cc2)cc1` (centres undefined)?
14-3-3g Raf: -1

How did CN(C)CCSc1nc2ccccc2[nH]1 do in these assays?
14-3-3g Raf: -2

What do the screens show for `O=c1c2ccccc2c(C=Nc2ccc(Cl)cn2)c(O)n1-c1cc(Cl)ccc1N1CCOCC1`?
14-3-3g Raf: 0

How did Cc1ccc(N2C(=O)c3ccccc3NC2c2ccc3c(c2)OCO3)cc1 (centres undefined) do in these assays?
14-3-3g Raf: -5

How did NC(=O)Cn1c(=O)n(CCC(=O)NCc2ccc3c(c2)OCO3)c(=O)c2ccccc21 do in these assays?
14-3-3g Raf: 16

Results for CCN(CC)C(=O)c1ccc(Sc2ccc(Br)cc2)c([N+](=O)[O-])c1 ?
14-3-3g Raf: 3

What do the screens show for `Cc1ccc(NC(=O)c2ccco2)cc1NC(=O)CSc1nnc(-c2cccs2)n1C`?
14-3-3g Raf: -2

Results for Brc1ccc2ncc(-c3ccc4ccccc4n3)cc2c1 ?
14-3-3g Raf: -16

What do the screens show for `O=C(Nc1ccc2c(c1)OCCO2)c1ccc(F)cc1`?
14-3-3g Raf: -3

What do the screens show for `O=C(CN(Cc1ccccc1)S(=O)(=O)c1ccc(Br)cc1)NCC1CCCO1` (centres undefined)?
14-3-3g Raf: -2

Results for c1ccc(-c2cc3c(-n4cccc4)ncnc3o2)cc1 ?
14-3-3g Raf: -13

Results for CCc1c(C)sc(NC(=O)c2cc(C)on2)c1C#N ?
14-3-3g Raf: 1&-14

What do the screens show for `COc1cccc(NC(=O)c2sc3ncn(Cc4ccccc4Cl)c(=O)c3c2C)c1`?
14-3-3g Raf: 1

Results for O=C(/C=C/N1CCOCC1)c1coc2ccccc12 ?
14-3-3g Raf: -11

Results for CC(C)COC(=O)Cc1c(O)c2ccccc2[nH]c1=O ?
14-3-3g Raf: -4

Results for O=C1OCc2ccc([N+](=O)[O-])cc21 ?
14-3-3g Raf: -6

Results for CCOc1ccc(-n2c(-c3ccccc3)c[n+]3c2CCC3)cc1 ?
14-3-3g Raf: 1

Results for COCCOC(=O)C1=C(C)NC2=C(C(=O)CC(c3ccccc3)C2)C1c1ccccc1F (centres undefined) ?
14-3-3g Raf: -2

What do the screens show for `CCc1nnc(NC(=O)CSc2nnc(Cc3ccc(OC)cc3)o2)s1`?
14-3-3g Raf: -4

What do the screens show for `C[C@]12CC[C@@H]3c4ccc(O)cc4C(=O)C[C@H]3[C@@H]1CC[C@@H]2O`?
14-3-3g Raf: -5

What do the screens show for `CC1(C)CC(NC(=O)N2c3ccccc3Sc3ccccc32)CC(C)(C)N1`?
14-3-3g Raf: 2

What do the screens show for `Cn1c(SCC(=O)N2CCOCC2)nnc1-c1cccc(NC(=O)c2ccccc2)c1`?
14-3-3g Raf: -6

Results for O=C(c1ccccc1)N(c1ccc2oc3c(c2c1)CCCC3)S(=O)(=O)c1ccccc1 ?
14-3-3g Raf: -9

Results for CC(C)(C)C(=O)Nc1cccc(-c2nc3ccccc3c(=O)o2)c1 ?
14-3-3g Raf: -10

Results for O=C(O)C1CC(=O)N(c2ccccc2Cl)C1 (centres undefined) ?
14-3-3g Raf: -3

How did CCOC(=O)c1c(NC(=O)c2ccc(Cl)cc2)sc(C)c1C do in these assays?
14-3-3g Raf: -8

How did O=C(CSc1nc2c(c(=O)n1-c1ccccc1)SCC2)Nc1nccs1 do in these assays?
14-3-3g Raf: -2

How did Cn1c(=O)c2c(nc(SCC(=O)c3ccccc3)n2Cc2ccc(F)cc2)n(C)c1=O do in these assays?
14-3-3g Raf: 0

Sorted by count of non-hydrogen atoms (highest first): some entries from above.
What do the screens show for `CC1(C)CC(NC(=O)N2c3ccccc3Sc3ccccc32)CC(C)(C)N1`?
14-3-3g Raf: 2

Results for CCOc1ccc(-n2c(-c3ccccc3)c[n+]3c2CCC3)cc1 ?
14-3-3g Raf: 1

Results for O=C1OCc2ccc([N+](=O)[O-])cc21 ?
14-3-3g Raf: -6

Three consecutive compounds already listed, for reference:
How did CCOC(=O)c1c(NC(=O)c2ccc(Cl)cc2)sc(C)c1C do in these assays?
14-3-3g Raf: -8

How did O=C(CSc1nc2c(c(=O)n1-c1ccccc1)SCC2)Nc1nccs1 do in these assays?
14-3-3g Raf: -2

How did Cn1c(=O)c2c(nc(SCC(=O)c3ccccc3)n2Cc2ccc(F)cc2)n(C)c1=O do in these assays?
14-3-3g Raf: 0

Further results:
How did Nc1nc2ccccc2[nH]1 do in these assays?
14-3-3g Raf: -2

How did Cc1ccc(NC(=O)c2cc3cc(Br)ccc3oc2=N)cc1 do in these assays?
14-3-3g Raf: -12

What do the screens show for `Cc1ccccc1OCCn1c(SCC(N)=O)nc2ccccc21`?
14-3-3g Raf: -7

How did COC(=O)CNC(c1ccccc1)c1cc(Br)ccc1NC(=O)c1ccccc1Br (centres undefined) do in these assays?
14-3-3g Raf: -24

What do the screens show for `O=C1CC(c2ccccc2)CN1C(=O)c1cccc(Br)c1` (centres undefined)?
14-3-3g Raf: 5

Results for COc1ccc(S(=O)(=O)NCCSCc2cccs2)cc1 ?
14-3-3g Raf: -10&10

How did COc1cc(OC)cc(C(=O)Oc2c(S(=O)(=O)c3ccc(C)cc3)c(C)nn2-c2ccccc2)c1 do in these assays?
14-3-3g Raf: -10

How did Cc1sc2nc(-c3ccccc3Cl)n(Cc3cccc(F)c3)c(=O)c2c1C do in these assays?
14-3-3g Raf: -1

Results for Cc1cc(C)c2nc(C)cc(NCc3ccco3)c2c1 ?
14-3-3g Raf: -6

Results for O=C1c2ccccc2-c2ncnc3cccc1c23 ?
14-3-3g Raf: -5

How did C=CCN(C(=O)Cn1c(C(=O)OC)cc2oc(C)cc21)c1ccccc1 do in these assays?
14-3-3g Raf: -9

How did OC1(C(F)(F)F)CC(c2cccs2)=NN1 (centres undefined) do in these assays?
14-3-3g Raf: -5

How did O=C(CN1C(=O)C2CC=CCC2C1=O)N1CCOCC1 (centres undefined) do in these assays?
14-3-3g Raf: -8

Results for O=C(O)CC(Cn1cnnn1)c1ccccc1 (centres undefined) ?
14-3-3g Raf: -7

What do the screens show for `Cc1ccc(-n2c(SCC(=O)NC3CCCCC3)nc3c(c2=O)SCC3)cc1`?
14-3-3g Raf: 4

Results for COc1ccccc1NC(=O)c1c(C)c(-c2ccc(Cl)cc2)nc2ccccc12 ?
14-3-3g Raf: -17

Results for O=C(c1ccc2nc(N3CCCCC3)sc2c1)N1CCN(Cc2ccc3c(c2)OCO3)CC1 ?
14-3-3g Raf: 4

How did O=C(Nc1ccc(-c2nc(-c3ccccc3)c3ccccc3n2)cc1)c1ccc([N+](=O)[O-])cc1 do in these assays?
14-3-3g Raf: -6

How did O=C(CN1C(=O)CSc2ccc(S(=O)(=O)N3CCOCC3)cc21)NCCN1CCOCC1 do in these assays?
14-3-3g Raf: -7

Results for Cc1nc(NCC2CCCO2)c2sc3nc4c(cc3c2n1)COC(C)(C)C4 (centres undefined) ?
14-3-3g Raf: 0

Reprinted at random: 7 entries already listed.
Results for O=C(c1ccc2nc(N3CCCCC3)sc2c1)N1CCN(Cc2ccc3c(c2)OCO3)CC1 ?
14-3-3g Raf: 4

How did O=C(CN1C(=O)C2CC=CCC2C1=O)N1CCOCC1 (centres undefined) do in these assays?
14-3-3g Raf: -8

How did Nc1nc2ccccc2[nH]1 do in these assays?
14-3-3g Raf: -2

Results for COc1ccc(S(=O)(=O)NCCSCc2cccs2)cc1 ?
14-3-3g Raf: -10&10

How did COC(=O)CNC(c1ccccc1)c1cc(Br)ccc1NC(=O)c1ccccc1Br (centres undefined) do in these assays?
14-3-3g Raf: -24

Results for Cc1cc(C)c2nc(C)cc(NCc3ccco3)c2c1 ?
14-3-3g Raf: -6

What do the screens show for `O=C1CC(c2ccccc2)CN1C(=O)c1cccc(Br)c1` (centres undefined)?
14-3-3g Raf: 5

Continued.
How did COc1ccc(C(=O)NCc2cn3cccc(C)c3n2)cc1OC do in these assays?
14-3-3g Raf: -2

What do the screens show for `CNc1nc(SC)nc(Cl)c1Cc1ccc(OCC(C)C)cc1`?
14-3-3g Raf: 0

How did Cc1ccc(NC(=O)CN2c3cccc4cccc(c34)S2(=O)=O)cc1Br do in these assays?
14-3-3g Raf: -12

How did CCC(C)NS(=O)(=O)c1ccc(OCC(=O)NCc2ccc3c(c2)OCO3)cc1 (centres undefined) do in these assays?
14-3-3g Raf: -4

How did Cc1cc(-c2ccc(F)cc2)nc2cc(C(N)=O)nn12 do in these assays?
14-3-3g Raf: -5

What do the screens show for `CCOC(=O)N1CCN(C2CC(=O)N(c3ccc(F)cc3)C2=O)CC1` (centres undefined)?
14-3-3g Raf: 3

How did Cc1ccc2[nH]c(=O)c(CN(CCc3ccccc3)C(c3nnnn3Cc3ccco3)C(C)C)cc2c1 (centres undefined) do in these assays?
14-3-3g Raf: 0

What do the screens show for `COC(=O)c1ccc(C2Nc3ccc(S(=O)(=O)Nc4ccc(F)cc4)cc3C3C=CCC32)cc1` (centres undefined)?
14-3-3g Raf: -179

What do the screens show for `O=C(Cn1c(=O)oc2cc(Cl)ccc21)N1CCN(c2ccc(F)cc2)CC1`?
14-3-3g Raf: 5

How did CCOc1cc(C(=O)NC)cc(OCC)c1OCC do in these assays?
14-3-3g Raf: -5

How did COc1ccc(NC(=O)CSc2ccc(Nc3ccc(OC)cc3)nn2)cc1 do in these assays?
14-3-3g Raf: 1

Results for CC(=O)c1cccc(S(=O)(=O)N2CCC(n3nnc4cc(F)ccc43)CC2)c1 ?
14-3-3g Raf: -1

What do the screens show for `Cc1ncc([N+](=O)[O-])n1CCO`?
14-3-3g Raf: -2

Results for CC1CC(C)CN(S(=O)(=O)c2cccs2)C1 (centres undefined) ?
14-3-3g Raf: -6

Results for O=C(CSc1ncnc2c1oc1ccccc12)NCc1ccco1 ?
14-3-3g Raf: -13&-16

Results for Cc1cc2nn(-c3ccccc3)nc2cc1NC(=O)COc1ccccc1 ?
14-3-3g Raf: -16

What do the screens show for `COc1ccc(-n2c(SCC(=O)N3CCc4ccccc43)nc3c([nH]c4ccccc43)c2=O)cc1`?
14-3-3g Raf: -12

What do the screens show for `COc1ccc(-n2nnnc2SCC(N)=O)cc1`?
14-3-3g Raf: -2

Results for Cc1ccc(-n2nc(C)c3cc(C(=O)O)sc32)cc1 ?
14-3-3g Raf: -4

Results for O=c1[nH]c2ccccc2c(O)c1Cc1ccccc1 ?
14-3-3g Raf: 6

How did Cc1nc2sc(C(c3ccco3)N3CCCCC3)c(O)n2n1 (centres undefined) do in these assays?
14-3-3g Raf: -13

How did Cc1ccc(-c2ccc(=O)n(CC(=O)N3CCN(c4cccc(C)c4)C(C)C3)n2)cc1 (centres undefined) do in these assays?
14-3-3g Raf: -8

What do the screens show for `O=C(O)CC(C(=O)O)c1cn(Cc2ccccc2)c2ccccc12` (centres undefined)?
14-3-3g Raf: -11

How did CCCCOc1ccc(C(=O)N2CC(=O)Nc3ccc(F)cc3C2c2ccc(F)cc2)cc1 (centres undefined) do in these assays?
14-3-3g Raf: -2

Results for Cc1noc(/C=C/N(C)C)c1S(=O)(=O)N1CCCC(C(=O)NC(C)c2ccccc2)C1 (centres undefined) ?
14-3-3g Raf: 7

What do the screens show for `C=CCc1cc(/C=N/n2cnnc2)cc(OCC)c1O`?
14-3-3g Raf: -2

How did CCOC(=O)c1cnc(Nc2nc3ccccc3o2)nc1CSc1nnc(C)s1 do in these assays?
14-3-3g Raf: -2

How did O=C(O)Cn1cc(Br)c(=O)[nH]c1=O do in these assays?
14-3-3g Raf: 5

Results for CCCOc1ccc2oc(=O)c3c(c2c1)CCCN3C(=O)CN(C)c1ccc(C)cc1 ?
14-3-3g Raf: -18

What do the screens show for `Cc1cc(C)nc(SCCC(=O)N2CCOCC2)n1`?
14-3-3g Raf: -3

What do the screens show for `CCCCCOc1ccc(N2C(=O)CC(N(O)c3ccccc3)C2=O)cc1` (centres undefined)?
14-3-3g Raf: -7

What do the screens show for `CC12CN3CC(C)(CN(C1)C3c1ccc(Br)cc1O)C2` (centres undefined)?
14-3-3g Raf: -3

What do the screens show for `CCOC(=O)c1c(NC(=O)CC2Nc3ccccc3NC2=O)sc(C)c1C` (centres undefined)?
14-3-3g Raf: -34

Results for CCOc1ccc(C(=O)NCCSc2c(C)[nH]c3ccccc23)cc1 ?
14-3-3g Raf: -2

Results for COc1ccccc1NC(=O)c1cccc([N+](=O)[O-])c1 ?
14-3-3g Raf: 1

Results for CCSc1oc(-c2ccco2)nc1S(=O)(=O)c1ccc(Cl)cc1 ?
14-3-3g Raf: -36

How did CCc1ccc(NC(=O)C2c3ccccc3C(=O)N(C)C2c2cccs2)cc1 (centres undefined) do in these assays?
14-3-3g Raf: -6
